Screening data (PubChem)
rTrxR1 inhibitor: inhibitors of rat thioredoxin reductase 1 | Potency, µM (series often up to 114 µM), inactives show top-dose activity change, negative = inhibition, most hits filed as inhibitors | recombinant rTrxR1, NADPH fluorescence consumption, selenite substrate | hit rate 1% among 390,000 | O89049; also: % is scaled to controls: 0 for no effect and ±100 for the full control effect; nearly all actives have a fitted effect of over 65% in size
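Rat TrxR1 (90 nM in the dispensed reagent) was pre-reduced with 400 uM NADPH for 5 min at room temperature, then incubated with compound for 15 min. After 400 uM selenite was added, NADPH fluorescence (Ex 340/Em 450 nm) was followed for 8 min.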
TrxR1 substrate: substrates of rat thioredoxin reductase 1. O89049. purified TrxR1 substrate turnover, NADPH consumption readout. AID 588456. hit rate 0.01% among 390,000. Potency, µM (highest dose often 114 µM), for inactives: at the top dose activity change, negative = substrate turnover; also: % is scaled to controls: 0 for no effect and ±100 for the full control effect; nearly all actives have a fitted effect of over 50% in size
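Rat TrxR1, dispensed at 90 nM, was prereduced with 400 uM NADPH (final) for 5 min at ~22 deg C, then incubated with compound 15 min before 400 uM selenite. A first-read NADPH fluorescence drop versus no-compound background flagged substrates.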
USP1 inh: USP1/UAF1 (human) deubiquitinase inhibition. hit rate 0.23% among 390,000. Potency, µM (doses to about 57.1 µM), inactives show at the top dose activity change, negative = inhibition, actives largely listed as inhibitors. recombinant USP1/UAF1, Ub-Rhodamine cleavage fluorescence; also: % is scaled to controls: 0 for no effect and ±100 for the full control effect; nearly all actives have a fitted effect of over 60% in size; inactives centre near -12
Target sequence (O94782 whole entry, looked up): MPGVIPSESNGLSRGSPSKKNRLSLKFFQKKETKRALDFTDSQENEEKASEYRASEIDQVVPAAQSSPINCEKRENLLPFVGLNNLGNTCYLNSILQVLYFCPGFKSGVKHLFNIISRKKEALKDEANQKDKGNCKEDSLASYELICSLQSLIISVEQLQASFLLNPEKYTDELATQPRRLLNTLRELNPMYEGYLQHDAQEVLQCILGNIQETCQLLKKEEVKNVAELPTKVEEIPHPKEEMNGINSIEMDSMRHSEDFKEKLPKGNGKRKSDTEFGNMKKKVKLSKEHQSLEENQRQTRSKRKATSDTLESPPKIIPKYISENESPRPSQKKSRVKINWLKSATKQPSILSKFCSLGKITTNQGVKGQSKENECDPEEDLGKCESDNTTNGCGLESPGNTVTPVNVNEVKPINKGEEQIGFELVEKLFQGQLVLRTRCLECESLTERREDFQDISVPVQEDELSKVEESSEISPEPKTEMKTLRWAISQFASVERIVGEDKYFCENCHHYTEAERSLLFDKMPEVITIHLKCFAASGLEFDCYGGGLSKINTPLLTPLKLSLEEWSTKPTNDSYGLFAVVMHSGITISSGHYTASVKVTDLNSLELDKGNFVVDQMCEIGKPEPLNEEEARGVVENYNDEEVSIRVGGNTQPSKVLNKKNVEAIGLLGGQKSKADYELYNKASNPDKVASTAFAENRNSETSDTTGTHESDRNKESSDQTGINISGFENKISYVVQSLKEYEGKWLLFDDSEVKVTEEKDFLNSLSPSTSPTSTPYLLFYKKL
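High-throughput fluorogenic screen: 1nM USP1/UAF1 complex, Ub-Rho substrate 150nM final, 50mM HEPES pH 7.8 with 0.5mM EDTA, 0.1 mg/ml BSA, 1mM TCEP and 0.01% Tween-20.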
Vif-APOBEC3G blk: inhibitors of Vif-APOBEC3G interaction; HeLa A3G-eYFP + Vif (tagged APOBEC3G with the HIV-1 protein that degrades it), YFP fluorescence, overnight; Potency, µM (top dose mostly 46.1 µM), without a hit: at the top dose activity, negative = active, hits mostly inhibitors; hit rate 0.076% among 410,000; Q9HC16;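 also: % is scaled to controls: 0 for no effect and ±100 for the full control effect; nearly all actives have a fitted effect of over 60% in size; hits raise eYFP signal because A3G escapes Vif-driven loss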
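HeLa cells stably expressing Vif and C-terminally eYFP-tagged A3G, seeded overnight at 37 deg C, then exposed to compound by pintool overnight at 37 deg C. Rise in yellow fluorescence (Ex 488/Em 500-530, Acumen) marks blocked Vif-driven A3G degradation.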
12-LOX inh: blocks human arachidonate 12S-lipoxygenase; P18054; purified 12hLO, xylenol orange hydroperoxide absorbance; Potency, µM (series often up to 108 µM), without a hit: at the top dose activity change, negative = inhibition, actives largely listed as inhibitors; hit rate 1.1% among 580,000; also: % is scaled to controls: 0 for no effect and ±100 for the full control effect
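Hydroperoxide product was detected by ferrous iron/xylenol orange as the 573 to 405 nm absorbance ratio. Arachidonic acid at 40 uM (final) was turned over for 30 min at room temperature by 150 nM human 12hLO, pH 7.0 Hepes buffer, after 15 min compound preincubation.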
IDH1 R132H inh: blocks human mutant IDH1 R132H enzyme; O75874; IDH1-R132H enzyme, NADPH consumption, diaphorase/resazurin fluorescence; Potency, µM (titrated, usually from 76.6 µM), for inactives: at the top dose activity change, negative = inhibition, most hits filed as inhibitors; hit rate 0.093% among 390,000; AID 602179; also: % is scaled to controls: 0 for no effect and ±100 for the full control effect; nearly all actives have a fitted effect of over 65% in size
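IDH1-R132H (0.5 ug/mL) preincubated 30 min with compound, then NADPH (0.016 mM) and alpha-KG (2 mM) added; 80 min at RT, pH 7.5. Remaining NADPH coupled via diaphorase/resazurin to fluorescence (540/590 nm); concentration-response curves normalized to no-enzyme control.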
RXFP1 agonist: RXFP1 (human) receptor agonism; AID 2676; HEK293T-RXFP1 cAMP TR-FRET, 30 min; response scale: percent of porcine relaxin response, buffer zero; Potency, µM (highest dose often 57.5 µM), inactives show top-dose activation, actives largely listed as activators; Q9HBX9; hit rate 0.3% among 370,000; also: % is scaled to controls: 0 for no effect and ±100 for the full control effect; nearly all actives have a fitted effect of over 60% in size; many of its hits are not listed in these tables
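HEK293T cells stably expressing RXFP1 were pretreated with the PDE4 inhibitor Ro 20174, exposed to compounds for 30 min at 37C, lysed, and cAMP was read by TR-FRET. Data normalized to buffer (basal) and 29 nM porcine relaxin (100%).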
RGS4 inhibitor: inhibitors of human regulator of G protein signaling 4; Transcreener GDP fluorescence polarization, RGS4-accelerated GTP hydrolysis; Potency, µM (top dose mostly 114 µM), without a hit: at the top dose activity change, negative = inhibition, most hits filed as inhibitors; hit rate 0.039% among 390,000; also: % is scaled to controls: 0 for no effect and ±100 for the full control effect; nearly all actives have a fitted effect of over 75% in size; some results filed as inactive show a strong effect at the top dose
Target sequence (P49798 whole entry, looked up): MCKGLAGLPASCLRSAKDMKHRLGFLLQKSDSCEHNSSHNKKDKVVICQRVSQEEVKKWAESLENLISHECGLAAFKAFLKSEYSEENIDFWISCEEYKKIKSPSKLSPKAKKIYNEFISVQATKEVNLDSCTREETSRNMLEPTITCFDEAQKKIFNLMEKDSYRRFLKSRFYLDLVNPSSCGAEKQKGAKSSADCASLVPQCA
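MLSMR compounds (23 nl, pin-transferred) preincubated 10 min at room temperature with a 500nM (2x) first reagent, then RGS4 at 900nM (2x) plus Transcreener GDP mix added; fluorescence polarization (620/688 nm) read before and after 90 min at 30 °C.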
Vif-APOBEC3F blk: blocks the Vif interaction with APOBEC3F | HeLa A3F-eYFP + Vif (tagged APOBEC3F with the HIV-1 protein that degrades it), YFP fluorescence increase | hit rate 0.2% among 390,000 | AID 602313 | Potency, µM (doses to about 46.1 µM), without a hit: top-dose activity, negative = active; also: % of control where 0% means no effect; nearly all actives have a fitted effect of over 65% in size
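HeLa cells stably expressing Vif plus C-terminally eYFP-tagged A3F were seeded, incubated overnight at 37 deg C, dosed with compound, incubated overnight again at 37 deg C. Yellow fluorescence (Ex 488/Em 500-530) reported blocked Vif-mediated A3F-eYFP degradation.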
* hit, by the source's call; ? = inconclusive; . = not tested or not shown; & = joins results of further samples; [ ] = remark or other dose. Calls follow the shape of the dose curve; as a rule, active = well fitted curve in the direction sought with a large enough effect; inconclusive = small, poorly fitted or top-dose-only effect, or another doubt; inactive = no such curve, though single readings can be large; an effect the other way counts as inactive or inconclusive. Potency is read from the fitted curve at half-maximal effect. An excerpt; count on the stated rates, not on these rows.

canonical_smiles	Vif-APOBEC3F blk	TrxR1 substrate	rTrxR1 inhibitor	RGS4 inhibitor	12-LOX inh	RXFP1 agonist	USP1 inh	Vif-APOBEC3G blk	IDH1 R132H inh
CCNc1nc(NC(C)(C)C)nc(N2CCCC2)n1	-9%	1%	-6%	-21%	-5%	0.5%	-20%	1%	1%
Cc1oc2c(c1C(=O)Nc1cccc(Br)c1)C1=NCCN1C=N2	1%	3%[57.1 µM]	12%[57.1 µM]	-13%	-17%	0.5%	6%	2%	15%
COc1ccc(S(=O)(=O)N2CCOC23CCN(S(=O)(=O)c2cc(C)ccc2OC)CC3)cc1	2%	-12%	-22%	-26%	-4%	1.2%	-15%	0%	1%
Cc1ccc2cc(CN(CCN3CCOCC3)Cc3nnnn3Cc3ccco3)c(=O)[nH]c2c1C	-3%	2%	-26%	2%	14%	2.9%	-19%	0%	8%
CCc1ccc(C(=O)CN(C#N)c2nc(C)cc(C)n2)cc1	-18%	-5%	-2%	11%	-6%	2.6%	-21%	-6%	15%
COc1ccc(C(=O)Nc2ccc3c(c2)OCCO3)cc1Br	-1%	0%	28%	-6%	14%	0.8%	-13%	1%	8%
CC1(C)C[C@H]2C3=CCC4[C@@]5(C)CC[C@H](O)C(C)(C)C5CC[C@@]4(C)[C@]3(C)[C@@H](O)[C@@H](O)[C@@]2(CO)[C@@H](O)[C@@H]1O (stereo not given in full)	-6%	3%	15%	-21%	0%	.	-31%	3%	15%
CC(=O)c1cnc2c(-c3ccccc3)c(C)nn2c1C	0%	-6%	-4%	4%	0%[57.4 µM]	3.6%	-21%	1%	2%
O=C1CC(N2CCCCCC2)C(=O)N1c1ccc(F)cc1 (stereo not given)	-3%	1%	-15%	-17%	-5%	2.2%	-17%	0%	2%
Cc1ccc(Cl)cc1NC(=O)Nc1c(C)n(C)n(-c2ccccc2)c1=O	-5%&7%	-1%&3%	8%&4%	16%&4%	88%&-7%[activator]	-0.3%&4.2%	-9%&-5%	4%&10%	4%&4%
NC(=O)NCc1ccc(Cl)cc1	-7%	7%	38%[activator]	19%	2%	2.3%	-8%	0%	3%
COCCOC(=O)C1=C(C)Nc2ncnn2C1c1ccccc1 (stereo not given)	1%	12%[57.1 µM]	20%[57.1 µM]	9%	-3%	-0.1%	-3%	-7%	6%
Cc1ccc(Nc2nc(N)nc(CSc3nccn3C)n2)cc1	2%	-4%	4%	-20%	0%	1.0%	-4%	0%	5%
Cc1ccc(OCC(=O)Nc2ccc(S(=O)(=O)N3CCCCC3)cc2)c([N+](=O)[O-])n1	11%	-2%	28%	4%	-13%	0.3%	-23%	6%	-13%
CC(C)c1nnc2n1N=C(c1ccc(Cl)cc1)CS2	0%	1%	26%[11.4 µM]	5%	11%	-0.6%	-21%	1%	3%
Cc1ccc(C(=O)Nc2cccc(C(F)(F)F)c2)cc1Nc1ccccn1	0%	-3%	-16%	-5%	?	0.4%	-24%	-4%	7%
O=C(Cc1c[nH]c2ccccc12)NCc1ccccc1F	1%	2%	18%	-13%	-1%	1.4%	?	-4%	-2%
O=C(NCC(c1cccnc1)N1CCc2ccccc2C1)C(=O)Nc1cccc(Cl)c1 (stereo not given)	1%	10%[11.4 µM]	22%	7%	-24%	0.4%	-23%	2%	-6%
COc1ccc(C(=O)NC(C)Cc2c[nH]c3ccccc23)cc1 (stereo not given)	0%	.	.	.	-9%	.	-11%	2%	14%
CCOc1ccc(C(=O)OCC(=O)NC(C)C)cc1	-11%	3%[57.1 µM]	7%[57.1 µM]	-4%	-1%	-0.3%	-17%	3%	18%
CC(C)C[C@H](NC(=O)c1[nH]cnc1C(=O)N[C@@H](Cc1ccccc1)C(=O)OCc1ccccc1)C(=O)OC(C)(C)C	-8%	-14%	-9%	-17%	0%	0.7%	?	-12%	-8%
O=C1C(c2ccccc2)SC(=Nc2ccccc2)N1S(=O)(=O)c1ccccc1 (stereo not given)	1%	0%	-17%	?	?	-0.1%	-3%	-6%	3%
CCCCCOC(=O)c1ccc(Nc2nc(C(=O)OCC)nc3ccccc23)cc1	.	37%[activator]	20%	-15%	66%&-4%[activator]	4.5%	-5%	.	.
C=CCn1cnc2scc(-c3ccc(C)cc3)c2c1=O	-6%	-9%	-10%	-13%	-11%	0.0%	-11%	2%	11%
Cc1ccc(-c2noc(CCC(=O)N3CCN(c4cccc(C(F)(F)F)c4)CC3)n2)cc1	5%	-12%[57.1 µM]	8%[57.1 µM]	-17%	0%	2.2%	-24%	-1%	9%
Cc1ccc(CNC(=O)C2CCN(C(=O)c3cccc(Cl)c3)CC2)cc1	-14%	-2%	-10%	-24%	0%	-0.2%	-14%	0%	10%
CCn1c2ccc(C)cc2c2nnc(SCCN3CCOCC3)nc21	8%	-7%	-14%[57.1 µM]	-15%	-16%	6.5%	?	4%	3%
O=C(CN1C(=O)CCOc2ccccc21)Nc1ccc(Cl)c(S(=O)(=O)N2CCOCC2)c1	6%	-4%	12%	14%	0%	0.2%	-11%	1%	-11%
O=C(NCCCN1CCOCC1)C(=O)N/N=C/c1ccccc1Cl	1%	-5%	24%	-12%	87%[activator]	-3.9%	-6%	0%	5%
CC(C)(C)NC(=O)C(=O)NNC(=O)COc1ccccc1	-8%	-10%	-21%	-13%	22%	-0.2%	-18%	0%	-2%
CCC(=O)OC1(C)C(=O)C=C2C=C(c3ccc(C#N)cc3)OC=C2C1=O (stereo not given)	0%	-4%	-24%	-38%	5.6µM*	.	?	0%	3%
COc1cc(/C=C/C(=O)NNc2c(F)c(F)cc(F)c2F)ccc1OC(F)F	-2%	-2%	12%	5%	.	1.3%	-18%	2%	2%
Cc1ccc(N2CCCCn3c2nc2c3c(=O)[nH]c(=O)n2C)cc1	7%	-2%[57.1 µM]	20%[57.1 µM]	-6%	-10%	2.3%	-9%	-1%	-1%
O=C(O)C(Cc1ccccc1-c1ccccc1)C(=O)O	-2%	4%[57.1 µM]	2%[57.1 µM]	10%	0%	3.9%	-21%	-3%	3%
Oc1ccc(/C=N/Nc2ccnc3cc(Cl)ccc23)cc1O	-6%	-3%	8%	-1%[11.4 µM]	?	3.7%	?	-17%	4%
COc1ccc(OC)c(CNC(=O)c2ccc3nc(C(C)C)oc3c2)c1	2%	-1%[57.1 µM]	18%[57.1 µM]	-6%	5%	-0.5%	-35%	-6%	-15%
CN(CC(=O)Nc1ccc(F)cc1)C(=O)COC(=O)/C=C/c1cccs1	2%	-5%	0%	-13%	-30%	-0.7%	-17%	-2%	1%
CCC(NC(=S)NCc1ccc(F)cc1)c1ccc(C)cc1 (stereo not given)	-12%	-5%	8%	-1%	?	-0.4%	-16%	1%	-7%
C#CCOCCOCCOCCNc1nc(N2CCN(C(=O)[C@H](CCC(=O)O)n3cc(C(N)CO)nn3)CC2)nc(N2CCN(C(=O)[C@H](Cc3cc4ccccc4[nH]3)n3cc(C(N)[C@H](C)CC)nn3)CC2)n1 (stereo not given in full)	1%	9%[57.1 µM]	0%[57.1 µM]	23%	.	0.5%	6%	-1%	-15%
NC(=O)C1CCN(c2ncnc3c2cnn3-c2ccccc2)CC1	-8%	3%[57.1 µM]	16%[57.1 µM]	11%	-21%	12%	-31%	-3%	2%
CC(C)(C)c1ccc(/C=N/NC(=O)c2ccccn2)cc1	3%	6%[57.1 µM]	20%[57.1 µM]	-8%	11%	1.4%	2%	1%	4%
O=C(NCCCn1ccnc1)c1ccncc1	-18%	13%	29%	12%	-5%	0.5%	-5%	-2%	4%
CC1C=CCC2C(=O)N(c3ccc(OC(=O)c4ccco4)cc3)C(=O)C12 (stereo not given)	-1%	4%	10%	0%	-8%	1.1%	-15%	4%	3%
Cc1nonc1C(=O)N1CCCC(N2CCN(c3ccc(F)cc3)CC2)C1 (stereo not given)	-8%	-6%	-11%	16%	17%	-0.6%	-3%	2%	6%
NC(=O)c1c(NC(=O)c2ccc(F)cc2Cl)sc2c1CCC2	1%	7%	1%	5%	?	5.3%	-13%	-1%	1%
CN(C)C(CNC(=O)c1cccc(C#N)c1)c1ccco1 (stereo not given)	5%	3%	-18%	-15%	42%[activator]	-0.5%	-15%	0%	7%
CC(=O)c1cc2c(cc1NC(=O)CSc1nnc(C)s1)OCO2	3%	6%	5%	8%	0%	2.3%	-16%	0%	5%
COc1ccc(C(c2nnnn2Cc2ccc(F)cc2)N2CCN(c3ccc(OC)cc3)CC2)cc1 (stereo not given)	1%	11%[57.1 µM]	23%	10%	41%[activator]	1.2%	-14%	-1%	1%

Pulled by compound from above, 2 records:
canonical_smiles	Vif-APOBEC3F blk	TrxR1 substrate	rTrxR1 inhibitor	RGS4 inhibitor	12-LOX inh	RXFP1 agonist	USP1 inh	Vif-APOBEC3G blk	IDH1 R132H inh
C#CCOCCOCCOCCNc1nc(N2CCN(C(=O)[C@H](CCC(=O)O)n3cc(C(N)CO)nn3)CC2)nc(N2CCN(C(=O)[C@H](Cc3cc4ccccc4[nH]3)n3cc(C(N)[C@H](C)CC)nn3)CC2)n1 (stereo not given in full)	1%	9%[57.1 µM]	0%[57.1 µM]	23%	.	0.5%	6%	-1%	-15%
CC(=O)c1cc2c(cc1NC(=O)CSc1nnc(C)s1)OCO2	3%	6%	5%	8%	0%	2.3%	-16%	0%	5%
